V1aR counter = V1a receptor agonism, counter-screen for OXTR agonists. 320,000 tested, 0.25% active. activation, % at 3 µM. CHO-V1R cells, Fluo-8 calcium fluorescence, agonist mode; 0% DMSO, 100% 3 nM vasopressin. P37288. AID 2797;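 active = activation above the mean activation of all tested compounds plus 3 SD, per screening run, cut at about 20% in these data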;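 also: signal is peak over basal fluorescence ratio across a 100 second FLIPR read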
Target sequence (P37288 whole entry, looked up): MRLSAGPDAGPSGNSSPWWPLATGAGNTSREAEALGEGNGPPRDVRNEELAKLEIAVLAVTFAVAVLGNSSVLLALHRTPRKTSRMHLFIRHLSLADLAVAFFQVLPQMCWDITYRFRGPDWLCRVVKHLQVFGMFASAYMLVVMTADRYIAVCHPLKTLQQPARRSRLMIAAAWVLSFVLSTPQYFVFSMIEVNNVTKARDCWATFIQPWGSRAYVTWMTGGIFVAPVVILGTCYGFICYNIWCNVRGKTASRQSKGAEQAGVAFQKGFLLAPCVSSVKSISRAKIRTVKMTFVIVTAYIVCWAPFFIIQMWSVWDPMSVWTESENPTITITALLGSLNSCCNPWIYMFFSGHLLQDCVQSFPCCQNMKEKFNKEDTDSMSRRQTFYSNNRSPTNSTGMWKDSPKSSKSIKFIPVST
GPR7 antagonist = antagonists of human GPR7 (neuropeptides B/W receptor 1). P48145. GPR7-expressing cells, fluorescence antagonist assay. inhibition, % at 4.4 µM. 290,000 tested, 1.1% active; in the data active = inhibition above about 16%, passing the limit was not always enough;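 also: cells stimulated with the agonist NPW; 0% = agonist with vehicle and 100% = vehicle without agonist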
Target sequence (P48145 whole entry, looked up): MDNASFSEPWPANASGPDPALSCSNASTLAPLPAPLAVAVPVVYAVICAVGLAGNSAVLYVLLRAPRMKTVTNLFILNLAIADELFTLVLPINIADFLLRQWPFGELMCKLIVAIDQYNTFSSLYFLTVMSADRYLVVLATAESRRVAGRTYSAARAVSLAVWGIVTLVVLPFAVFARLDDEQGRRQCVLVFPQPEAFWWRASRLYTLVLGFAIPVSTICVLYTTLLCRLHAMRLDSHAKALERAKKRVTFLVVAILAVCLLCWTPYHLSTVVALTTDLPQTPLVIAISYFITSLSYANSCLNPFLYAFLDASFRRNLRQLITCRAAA
OXTR ag = agonists of human oxytocin receptor. P30559. CHO-OTR cells, Fluo-8 calcium fluorescence; normalized: DMSO 0%, oxytocin 100%. activation, % at 3 µM. 320,000 tested, 0.32% active;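 active = activation above the mean of all tested compounds plus 3 SD, cutoff set per screening run, cut at about 20% in these data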;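 also: peak over basal fluorescence ratio from a 100 s FLIPR kinetic read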
M1 PAM parental = counter-screen for M1 PAMs: effect in parental CHO-K1 cells; 360,000 tested, 0.02% active; ATP EC20, Fluo-8 calcium fluorescence; 0% at ATP EC20, 100% at ATP max; activation, % at 3 µM;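 active = activation above the run cutoff, the mean activation of all test compounds plus 3 SD, cut at about 40% in these data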;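 also: peak over basal fluorescence ratio in a 140 s read after ATP addition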
CHO parental Ca = counter-screen for OX1R antagonists: effect in parental CHO cells; parental CHO-K1, ATP-induced calcium, Fluo-8 fluorescence; inhibition, % at 5.6 µM; 330,000 tested, 0.63% active; AID 463079;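 active = inhibition above that plate's mean sample inhibition plus 3 SD, cut at about 26% in these data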;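 also: 0% = ATP-challenged DMSO wells and 100% = DMSO wells without ATP; some compounds past the cut are filed as inactive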
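test system = CHO parental line | reagent = ATP stimulus | measured by = intracellular calcium via Fluo-8 no-wash fluorescent dye | control set = ATP and no-ATP DMSO wells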
TAAR1 antagonist = antagonists of human TAAR1 | CHO RD-HGA16 TAAR1, Fluo-8 calcium fluorescence, antagonist | Q96RJ0 | inhibition, % at 3 µM | 360,000 tested, 1.5% active;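 active = inhibition above a per-plate cutoff, the mean inhibition of test compounds on that plate plus 3 SD, cut at about 49% in these data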;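 also: 0% = DMSO plus EC80 beta-PEA response and 100% = DMSO alone without agonist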
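Test system: RD-HGA16 CHO cells with stable hTAAR1 and Gα16 / Probe or stimulus: EC80 β-phenethylamine stimulus / Times: seeding 17-24 h prior, 75-min 37 °C, 30-min RT dye loading / Detection: Fluo-8 calcium-sensitive fluorescence / Read-out basis: % inhibition scaled between DMSO and EC80 PEA controls / Repeats: singlicate, one well per test compound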
CHO-K1 Ca ag = nonselective activator or artifact in parental CHO-K1 cells; Fluo-8 calcium fluorescence; scaled to maximal ATP response, vehicle zero; activation, % at 3 µM; 360,000 tested, 0.48% active; AID 602248; in the data active = activation above about 15%;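 also: untransfected CHO-K1 host cells lacking M1 receptor as counterscreen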
CHO-K1 Ca antag = M1 antagonist counterscreen hit in parental CHO-K1 cells; inhibition, % at 3 µM; ATP-induced calcium, Fluo-8 fluorescence; 360,000 tested, 0.6% active;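 active = inhibition above a per-plate cutoff, the plate's mean sample inhibition plus 3 SD, cut at about 24% in these data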;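 also: 0% = DMSO plus EC80 ATP and 100% = DMSO alone without ATP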
OXTR potentiate = human OXTR potentiation. CHO-OTR cells, Fluo-8 calcium fluorescence, potentiator mode; 0% = oxytocin EC15, 100% = EC100. activation, % at 3 µM. P30559. 320,000 tested, 0.061% active;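 active = activation above that plate's cutoff, the mean activation of tested compounds plus 3 SD, cut at about 6.6% in these data, passing the limit was not always enough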;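 also: 100% uses oxytocin at 75 nM as the full agonist control; some results filed as inactive read as strong as hits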
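test system = CHO-OTR cells, human receptor | compound = single-point 3.0 µM | schedule = 6 min compound pre-incubation at room temperature, 100 s kinetic read | signal = Fluo-8 no-wash calcium dye fluorescence, excitation 470-495 nm, emission 515-575 nm | repeats = single well per compound, singlicate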
Starred values were filed as active, the others as inactive; . = not tested or not shown.

Below each SMILES: V1aR counter	M1 PAM parental	OXTR potentiate	TAAR1 antagonist	CHO parental Ca	GPR7 antagonist	CHO-K1 Ca antag	OXTR ag	CHO-K1 Ca ag
CCOC(=O)CSc1nc(C)cc(C)n1
  -0.4	8	-3	-10	-2	-3	7	0.5	0.0
CC(C)(C)NC(=O)c1cccc(NC(=O)Cc2ccc(Br)cc2)c1
  4.2	9	-8	-6	-17	-2	-4	4.1	3.2
S=C1CSc2ccccc2N1
  -0.5	21	1	-23	-5	-14	-10	-0.2	2.6
O=C(Nc1ccc(Cl)c(Cl)c1)c1ccc(Cn2c(=O)[nH]c3ccsc3c2=O)cc1
  0.5	-4	-3	-21	-1	12	10	0.9	0.0
N#C/C(=N/Nc1ccc(OC(F)(F)F)cc1)C(N)=S
  11	-11	-16	3	20	8	22	17	13
CCOc1ccc2nc(NC(=O)CN3C(=O)NC4(CCCC4)C3=O)sc2c1
  0.0	-23	3	-6	-14	.	22	-1.2	-0.1
CC(=O)Nc1ccc(NC(=O)C2CCCN2S(=O)(=O)c2cccc(C(F)(F)F)c2)cc1 (stereo unspecified)
  -0.1	-6	-5	-20	-9	-11	-3	-0.2	-0.1
CC(C)C[C@H](NC(=O)Nc1ccccc1F)C(=O)O
  1.2	13	10	18	-7	-6	-12	0.5	0.9
O=C(Nc1cccnc1)C1Cc2c(-c3ccco3)ccnc2O1 (stereo unspecified)
  .	-6	.	19	.	.	15	.	1.1
Cc1ccc(S(=O)(=O)c2c(N)n(NC(=O)c3ccccc3C)c3nc4ccccc4nc23)cc1
  -0.2	19	-5	27	-12	1	0	-1.5	1.6
CCOC(=O)Nc1ccc2c(COC(=O)C(NS(=O)(=O)c3ccc(Cl)cc3)C(C)O)cc(=O)oc2c1 (stereo unspecified)
  2.8	-19	1	20	-12	.	-2	-0.3	-0.1
O=C(CSc1nc2ccccc2c(=O)n1-c1ccc(F)cc1)Nc1cc(S(=O)(=O)N2CCOCC2)ccc1Cl
  0.6	3	-2	-12	-4	9	-9	-0.2	0.8
Cc1cc(C)n(C(=O)CNC(=O)CCc2ccccc2)n1
  0.7	17	-1	-9	-8	13	-7	0.5	0.7
CCCSc1ccccc1C(=O)N1CCN(C(=O)c2ccco2)CC1
  -0.3	9	-1	-12	-16	-14	11	-1.1	-0.1
COc1cc(N(C)C)c([N+](=O)[O-])cc1C(=O)N1CCOCC1
  0.2	5	-9	-27	3	-5	-10	1.8	0.6
Cc1onc(-c2c(Cl)cccc2Cl)c1NC(=O)N1CCSCC1
  0.2	-7	-2	-11	-7	-16	6	0.7	0.3
CCOc1cc(C2C(C(C)=O)=C(O)C(=O)N2CCc2c[nH]c3ccccc23)ccc1O (stereo unspecified)
  2.1	12	9	-16	8	0	0	1.1	-0.3
O=S(=O)(c1ccc(Cl)cc1)N1CCC2(CC1)CO2
  0.9	5	-7	12	11	-7	4	0.2	-0.1
CC(Oc1cccc(Cl)c1)C(=O)Nc1cc(S(=O)(=O)N2CCCCC2)ccc1N1CCOCC1 (stereo unspecified)
  0.8	11	-11	-13	-18	.	-3	-1.8	0.7
S=c1nc(-c2ccccc2)[nH]c2ccccc12
  -1.1	-14	-8	-9	10	-3	-7	-2.0	-0.7
Cc1nc(-c2ccc(Cl)cc2)sc1C1(C)CC(c2ccc(OC(F)(F)F)cc2)=NO1 (stereo unspecified)
  0.8	12	0	8	-2	.	-19	0.0	1.9
Cc1cccc(N2CCN(C(=O)/C=C/c3ccco3)CC2)c1C
  -1.4	20	1	-26	-24	-9	-8	-2.2	0.2
CC(Oc1ccc(Cl)cc1)C(=O)Nc1nccs1 (stereo unspecified)
  0.1	7	-13	3	0	0	-2	-0.9	1.0
CCc1ccc(CCN2C(=O)c3ccccc3C2=O)nc1
  0.7	24	3	-12	-22	-8	-5	0.1	-0.1
O=C1c2cccnc2C(=O)N1Cc1ccc(S(=O)(=O)NCc2ccco2)cc1
  1.7	12	-9	-12	-2	-4	-10	0.9	1.9
Cc1nc(-c2ccc(F)cc2)c(CC(=O)N(C)CC(=O)Nc2ccc(Br)cc2C)s1
  -0.3	6	-9	1	-29	.	-11	-1.6	0.0
COc1ccc(-n2cnc3cc(NS(=O)(=O)c4ccccc4)ccc32)cc1
  4.5	16	-14	5	-5	-10	-18	5.4	5.6
COc1cc(NS(=O)(=O)c2ccc(N/C=C(\C#N)c3nc4cc(Cl)ccc4o3)cc2)nc(OC)n1
  -0.1	13	-5	-12	-13	-1	-7	-1.0	0.3
COc1cc(OC)c(C(=O)OCC(=O)NC23CC4CC(CC(C4)C2)C3)cc1OC
  -0.1	14	-6	6	-16	.	-17	-1.7	-0.8
CCCC1=Nc2cc(C(=O)N3CCC(C(N)=O)CC3)ccc2Sc2ccccc21
  0.6	4	-2	-33	-11	-4	9	-0.3	-0.5

Two entries from above in a different format.
smiles | V1aR counter | M1 PAM parental | OXTR potentiate | TAAR1 antagonist | CHO parental Ca | GPR7 antagonist | CHO-K1 Ca antag | OXTR ag | CHO-K1 Ca ag
CCOC(=O)CSc1nc(C)cc(C)n1 | -0.4 | 8 | -3 | -10 | -2 | -3 | 7 | 0.5 | 0.0
COc1ccc(-n2cnc3cc(NS(=O)(=O)c4ccccc4)ccc32)cc1 | 4.5 | 16 | -14 | 5 | -5 | -10 | -18 | 5.4 | 5.6

Later entries.
Below each SMILES: V1aR counter	M1 PAM parental	OXTR potentiate	TAAR1 antagonist	CHO parental Ca	GPR7 antagonist	CHO-K1 Ca antag	OXTR ag	CHO-K1 Ca ag
O=S1(=O)CCN2C(Cc3ccc(SC(F)F)cc3)=CSC2=N1
  5.2	14	-18	6	-10	24*	0	4.5	0.8
Cc1ccc(Sc2ncccc2NC(=O)c2ccccc2Cl)cc1
  -1.4	18	-1	-10	-23	-9	-9	-1.5	-0.1
Cc1c(C=O)c(C=O)c(C)n1Cc1ccccc1
  1.8	14	-12	0	-11	-6	1	0.0	0.9
Nc1nc(Nc2ccccc2F)nc(N2CCOCC2)c1[N+](=O)[O-]
  -0.8	9	8	-32	-14	-16	5	-2.4	18*
C[C@@H]1C(c2cccc(Cl)c2)=NN(c2ccccc2)[C@H]1C(=O)N1CCOC1=O
  .	0	.	7	-8	.	-18	.	-0.4
CCOC(=O)CCS(=O)(=O)c1nc(-c2ccccc2)cc(C(F)(F)F)n1
  -0.8	-6	-13	.	-7	26*	0	-1.4	0.6
CCCCN(CCCNC(=O)C1CCCN(S(=O)(=O)CCC)C1)Cc1ccccc1 (stereo unspecified)
  0.2	1	-14	-2	-20	-20	-13	-2.0	-0.7
CCOc1ccc(NC(=O)N2CC=C(n3c(=O)[nH]c4ccccc43)CC2)cc1
  -0.4	19	-9	62*	-26	-7	-6	-1.5	3.5
COc1ccccc1N(CC(=O)NC(C)(C)C)C(=O)Cn1nnc(-c2ccc(C)o2)n1
  0.3	12	-2	15	-29	-14	-11	0.3	1.3
COc1cc(/C=C(\C#N)C(=O)NC(C)C)ccc1OCc1ccc(C(=O)O)cc1
  0.2	10	-1	-13	-1	-18	-11	0.5	0.4
CC[C@]12c3[nH]c4cc(CCC(=O)N(C)C)ccc4c3CCN1C(=O)[C@@H](CC(=O)NCc1cccc(C(F)(F)F)c1)C[C@@H]2C(=O)N1CCN(C(=O)c2ccco2)CC1
  .	-6	.	-10	-14	.	7	.	-0.3
O=C(COC(=O)c1cccs1)NCc1ccc2c(c1)OCO2
  0.4	-1	-2	-4	-7	2	1	0.6	0.4
CCOC(=O)C(C)Sc1nc(=O)n2cccc(C)c2n1 (stereo unspecified)
  -0.5	6	-6	-16	-5	-8	0	-1.1	-0.2
CCCCn1c(N)c(N(CCOC)C(=O)C2CCN(C(=O)c3ccc(Cl)cc3)CC2)c(=O)[nH]c1=O
  0.3	3	4	-23	10	.	0	2.0	0.2
Cc1cc(C)c(NC(=O)COC(=O)Cc2ccsc2)c(C)c1
  -0.2	17	3	-16	0	1	-6	-0.4	0.5
CN(C)c1ccc(/C=N/NC(=O)CCC(=O)NCc2ccccc2)cc1
  -0.3	24	-5	0	-5	-10	-9	-1.4	0.3
CC(=O)Nc1cccc(C(=O)OC(C)C(=O)Nc2ccc(S(=O)(=O)N3CCCC3)cc2)c1 (stereo unspecified)
  4.1	-3	0	-12	1	.	-10	0.7	1.4
Cc1ccc(N2C(=O)N(CC(=O)Nc3ccc(C)cc3Cl)C(=O)C2C)cc1 (stereo unspecified)
  -0.9	3	-9	-14	-33	.	-13	-1.9	0.6
O=C(CN1CCN(C(=O)c2cccc(F)c2)CC1)Nc1ccccc1F
  1.1	-8	-13	4	4	-10	11	2.6	0.0
Oc1c(C(Nc2nccs2)c2ccc(C(F)(F)F)cc2)ccc2cccnc12 (stereo unspecified)
  .	12	.	6	.	-13	-9	.	1.3
COc1cccc(N2[C@@H](CC(=O)O)c3ccccc3S2(=O)=O)c1
  2.0	15	-1	-15	-11	.	-11	1.0	0.3
CCOC(=O)c1nc(-c2ccc3c(c2)OCO3)[nH]c1C
  -2.1	6	3	6	-9	-1	1	-2.5	3.1
CCOC(=O)c1c(-c2ccc(OC)cc2)oc2cc(Br)c(O)cc12
  0.8	-5	-18	9	-2	-11	-4	0.6	1.3
CC(=O)c1sc(N/N=C/c2cccc([N+](=O)[O-])c2)nc1C
  0.5	-8	0	-1	-11	17	-14	-0.4	0.5
CCN(CC)S(=O)(=O)c1cccc(-c2nnc(SCC(=O)NC)n2N)c1
  0.1	8	-8	4	-12	10	-8	0.7	0.4
COc1ccc(CNc2nc(=S)[nH]c3cc(OC)c(OC)cc23)cc1
  1.8	9	15	-13	-20	-17	-6	0.1	0.8
Cc1cccc(-c2nnc(SCc3ccc(C#N)cc3)n2Cc2ccco2)c1
  1.3	5	-9	30	-13	21	-35	-1.4	4.4
Cc1onc(-c2ccccc2Cl)c1C(=O)OCC(=O)c1ccccc1
  1.4	8	-6	15	-13	4	-32	-0.9	2.6
CCCCCC(=O)Nc1ccc2oc(-c3ccncc3)nc2c1
  -0.6	1	-2	0	-3	-6	8	-1.9	1.8
O=C(c1cc(-c2ccc(Cl)cc2)n(-c2ccc(Cl)c(Cl)c2)n1)N1CCOCC1
  -0.5	30	-15	-12	-1	14	-20	-2.4	1.8
CCn1cc(C(=O)NCCCOC)c(=O)c2cc(S(=O)(=O)N(C)C3CCCCC3)ccc21
  0.8	22	-16	0	-4	-1	-5	0.8	2.3
O=C1NC[C@H](Cc2ccc(O)cc2)N(C[C@@H]2CCCN2C[C@H](Cc2ccccc2)N2C[C@H](Cc3ccc(O)cc3)N(CC3CCCCC3)C(=O)C2=O)C1=O
  .	4	.	-18	.	.	-1	.	-0.1
